Screening results: PubChem, several laboratories
CHRM5 PAM – potentiates acetylcholine response at human M5 receptor. P08912. CHO-K1 hM5, Fluo-8 calcium, ACh EC20 PAM; 0% = ACh EC20, 100% = ACh EC100. activation, % at 3 µM. 360,000 compounds, 0.3% hits. AID 624038;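 active = activation above the run cutoff, the mean activation of all test compounds plus 3 SD, cut at about 18% in these data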
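Measured by: Fluo-8 calcium fluorescence; material: human M5 receptor in CHO-K1 cells; schedule: Post-acetylcholine fluorescence recording 140 s; benchmarks: low control EC20 acetylcholine (0%), high control EC100 acetylcholine (100%); read-out: Max/basal fluorescence ratio as % of EC20–EC100 ACh window; compound: single dose, 3 µM nominal final test concentration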
M4 ag – CHRM4 agonism in calcium assay | activation, % at 3 µM | AID 624127 | CHO-K1 hM4/Gqi5, Fluo-8 calcium fluorescence; vehicle 0%, full acetylcholine response 100% | 360,000 compounds, 0.14% hits | P08173;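 active = activation above the run mean over all test wells plus 3 SD, cut at about 32% in these data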;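 note: peak over basal fluorescence ratio per well then scaled between controls; 0% = DMSO wells and 100% = acetylcholine at EC100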
M4 antag – blocks acetylcholine activation of human M4 receptor; CHO-hM4 cells, ACh EC80, Fluo-8 calcium fluorescence; 360,000 compounds, 0.73% hits; inhibition, % at 3 µM; P08173;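 active = inhibition above its plate's cutoff, the mean inhibition of sample wells plus 3 SD, cut at about 27% in these data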;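 note: 0% = acetylcholine EC80 with DMSO and 100% = DMSO without agonist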
IDE inh – cellular human IDE inhibition; P14735; HEK cells, FAbetaB cleavage, fluorescence polarization; inhibition, % at 5.59 µM; 320,000 compounds, 0.41% hits;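 active = percent inhibition above the average of all tested compounds plus 3 SD, set per screening campaign, cut at about 16% in these data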;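 note: IDE supplied by intact live HEK cells; FP after avidin binding of uncleaved biotin substrate so inhibition keeps polarization high; 0% = DMSO wells and 100% = 60 µM reference IDE inhibitor Ii1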
Target sequence (P14735 whole entry, looked up): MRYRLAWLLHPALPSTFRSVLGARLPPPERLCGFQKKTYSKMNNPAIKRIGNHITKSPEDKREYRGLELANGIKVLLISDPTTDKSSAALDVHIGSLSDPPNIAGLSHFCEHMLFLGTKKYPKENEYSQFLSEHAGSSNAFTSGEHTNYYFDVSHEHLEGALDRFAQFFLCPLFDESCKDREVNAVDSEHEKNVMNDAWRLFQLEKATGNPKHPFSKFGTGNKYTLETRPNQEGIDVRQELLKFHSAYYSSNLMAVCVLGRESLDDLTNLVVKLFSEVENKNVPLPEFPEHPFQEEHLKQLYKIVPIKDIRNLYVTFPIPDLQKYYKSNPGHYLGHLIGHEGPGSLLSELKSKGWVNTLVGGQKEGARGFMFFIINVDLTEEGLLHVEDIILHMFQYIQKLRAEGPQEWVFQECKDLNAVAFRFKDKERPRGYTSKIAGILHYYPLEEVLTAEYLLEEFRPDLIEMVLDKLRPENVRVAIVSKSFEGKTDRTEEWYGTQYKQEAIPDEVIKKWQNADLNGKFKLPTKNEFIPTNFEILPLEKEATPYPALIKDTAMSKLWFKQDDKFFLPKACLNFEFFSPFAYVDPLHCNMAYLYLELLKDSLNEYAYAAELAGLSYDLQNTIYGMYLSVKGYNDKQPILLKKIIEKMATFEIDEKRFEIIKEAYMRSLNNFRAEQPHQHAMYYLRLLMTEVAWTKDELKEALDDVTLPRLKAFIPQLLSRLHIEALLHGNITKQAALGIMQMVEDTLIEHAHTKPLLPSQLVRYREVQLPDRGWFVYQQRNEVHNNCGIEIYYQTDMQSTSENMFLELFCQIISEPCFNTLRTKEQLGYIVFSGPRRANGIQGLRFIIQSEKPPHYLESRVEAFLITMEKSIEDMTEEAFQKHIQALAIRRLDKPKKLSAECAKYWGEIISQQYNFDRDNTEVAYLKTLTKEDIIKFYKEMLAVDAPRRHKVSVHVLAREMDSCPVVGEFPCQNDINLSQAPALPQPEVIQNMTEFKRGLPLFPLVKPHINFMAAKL
CRFR2-BP antag – antagonists of CRF-binding protein/CRF-R2 receptor complex | HEK293 CRF-R2/CRF-BP, CRF-induced calcium fluorescence | inhibition, % at 11.8 µM | 350,000 compounds, 0.59% hits;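 active = inhibition of the ligand-induced calcium signal above about 50% at the single tested concentration, limit read from the data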
CHRM5 antagonist – blocks acetylcholine activation of human M5 receptor. inhibition, % at 3 µM. 360,000 compounds, 0.59% hits. P08912. CHO-hM5 cells, Fluo-8 calcium fluorescence, ACh EC80;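 active = inhibition above a per-plate cutoff, the mean of that plate's test compounds plus 3 SD, cut at about 27% in these data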;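 note: 0% = acetylcholine EC80 with DMSO and 100% = DMSO without agonist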
M4 PAM – positive allosteric modulators of human muscarinic M4 receptor. AID 624126. activation, % at 3 µM. 360,000 compounds, 0.4% hits. CHO-K1 hM4/Gqi5, Fluo-8 calcium fluorescence, ACh EC20; 0% = ACh EC20, 100% = maximal ACh;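 active = activation above its plate's cutoff, the mean activation of sample wells plus 3 SD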; note: some results filed as inactive read as strong as hits
M5 ag – agonists of human muscarinic M5 receptor (CHRM5) | P08912 | CHO-K1 hM5 cells, Fluo-8 calcium fluorescence; 0% DMSO wells, 100% maximal acetylcholine response | activation, % at 3 µM | 360,000 compounds, 0.19% hits;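 active = activation above the run's mean over test compounds plus 3 SD, cut at about 23% in these data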;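 note: signal is peak over basal fluorescence ratio across the kinetic read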
CRFBP-R2 agonist – CRF-BP/CRF-R2 complex agonism | activation, % at 13.2 µM | 350,000 compounds, 0.46% hits | HEK293 CRF-R2/CRF-BP, calcium dye fluorescence (FLIPR); percent of saturating CRF peptide response | AID 588473;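 active = activation of at least 50%, plus an integration ratio under a set limit after plate pattern correction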;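 note: plate controls were neutral control wells without compound for no effect and CRF at EC100 for full effect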
* hit, by the source's call; x = no result given.

1) Cc1cccn2c(=O)c3cc(C#N)c(=N)n(Cc4cccnc4)c3nc12
2) CCCOc1ccc(N2C(=O)CC(N3CCN(c4ccccc4OC)CC3)C2=O)cc1 (stereo not given)
3) N#Cc1nnn2c1nc(N)c1c(F)cccc12
4) N#CNC(=Nc1cccc(C(F)(F)F)c1)SCc1ccc(C(=O)O)cc1
5) COc1ccc(/C=C/C(=O)Nc2ccc(OC)nc2)cc1
6) O=C(NCC(c1cccs1)N1CCOCC1)c1ccccc1NS(=O)(=O)c1cc([N+](=O)[O-])ccc1Cl (stereo not given)
7) CS(=O)(=O)Nc1ccc2c(c1)[C@H]1C[C@H](CC(=O)NCc3cccc(F)c3)O[C@@H](CO)[C@H]1O2
8) O=S(=O)(Nc1cccnc1)c1ccc(Br)c2ccccc12
9) C=CCN1C(=O)N/C(=C/c2ccc(C)o2)C1=O
10) C[C@H]1CN([C@@H](C)CO)C(=O)CCCn2nncc2CO[C@@H]1CN(C)Cc1ccc2c(c1)OCO2
assay / entry | 1 | 2 | 3 | 4 | 5 | 6 | 7 | 8 | 9 | 10
CHRM5 PAM | -2 | -3 | -12 | 1 | -2 | -8 | 2 | 5 | -8 | -2
M4 ag | 0 | 1 | 13 | 0 | 6 | 3 | 0 | 2 | 2 | 0
M4 antag | 2 | -8 | 5 | 38* | -24 | 1 | -2 | -7 | -4 | 7
IDE inh | x | 9 | 0 | -3 | -2 | -9 | x | -2 | 4 | x
CRFR2-BP antag | 14 | 10 | -15 | 2 | -12 | 16 | 11 | -10 | 33 | -12
CHRM5 antagonist | 1 | -4 | 11 | -1 | 0 | 7 | -5 | 12 | 12 | 8
M4 PAM | -3 | 3 | -25 | -9 | 7 | -4 | 2 | 6 | -1 | -8
M5 ag | 0 | 0 | 5 | -3 | 0 | 4 | 1 | -4 | 0 | 0
CRFBP-R2 agonist | -0.1 | -1.0 | 1.1 | 0.8 | -1.1 | 0.6 | 1.4 | 1.8 | 0.2 | -0.5

11) O=C(COc1ncnc2ccccc12)Nc1cc([N+](=O)[O-])ccc1F
12) COCCN(CC1CCCN(C2Cc3ccccc3C2)C1)C(=O)c1cccs1 (stereo not given)
13) CC(=O)c1cccc(NC(=O)C23CC4CC(C2)CC(n2cncn2)(C4)C3)c1
14) O=C(NC1CCCC1)C(c1ccc(F)cc1)N(C(=O)c1csnn1)C1CC1 (stereo not given)
15) CN(C)CCCNc1nc2cc(-c3ccccc3CO)sc2c(=O)n1C
16) COc1ccccc1OCc1ccc(C(=O)NCc2cccnc2)o1
17) O=C(OC(c1ccccc1)c1nccc2ccccc12)c1ccccc1 (stereo not given)
18) CC1=C(C#N)CCC(=O)N1Cc1c(F)cccc1Cl
19) CN(C)CCNC(=O)COc1cccc2c1OC(C)(C)C2
20) Cc1ccc(C)c(OC(=O)c2ccncc2)c1
assay / entry | 11 | 12 | 13 | 14 | 15 | 16 | 17 | 18 | 19 | 20
CHRM5 PAM | 5 | -4 | 1 | -4 | -2 | 1 | -8 | 6 | 1 | 3
M4 ag | 2 | 0 | 2 | 1 | 0 | 1 | -2 | 0 | 0 | 0
M4 antag | 5 | 13 | -3 | -2 | -1 | -5 | -2 | -8 | 8 | 1
IDE inh | 4 | -4 | 12 | 4 | x | 5 | x | -1 | -4 | 9
CRFR2-BP antag | 0 | -17 | 0 | -4 | x | 5 | 6 | -2 | 4 | 13
CHRM5 antagonist | 3 | 14 | -2 | 4 | 6 | -1 | 4 | 12 | 1 | 1
M4 PAM | -3 | -12 | 3 | -4 | 2 | -2 | 0 | -3 | -4 | 6
M5 ag | 0 | -8 | 0 | -2 | -1 | -1 | -3 | -1 | 1 | -9
CRFBP-R2 agonist | -0.4 | -0.2 | -1.5 | -0.8 | x | -1.0 | -0.2 | 1.1 | -1.3 | -1.9

Excerpt: compounds 11–20
11) O=C(COc1ncnc2ccccc12)Nc1cc([N+](=O)[O-])ccc1F
12) COCCN(CC1CCCN(C2Cc3ccccc3C2)C1)C(=O)c1cccs1 (stereo not given)
13) CC(=O)c1cccc(NC(=O)C23CC4CC(C2)CC(n2cncn2)(C4)C3)c1
14) O=C(NC1CCCC1)C(c1ccc(F)cc1)N(C(=O)c1csnn1)C1CC1 (stereo not given)
15) CN(C)CCCNc1nc2cc(-c3ccccc3CO)sc2c(=O)n1C
16) COc1ccccc1OCc1ccc(C(=O)NCc2cccnc2)o1
17) O=C(OC(c1ccccc1)c1nccc2ccccc12)c1ccccc1 (stereo not given)
18) CC1=C(C#N)CCC(=O)N1Cc1c(F)cccc1Cl
19) CN(C)CCNC(=O)COc1cccc2c1OC(C)(C)C2
20) Cc1ccc(C)c(OC(=O)c2ccncc2)c1
assay / entry | 11 | 12 | 13 | 14 | 15 | 16 | 17 | 18 | 19 | 20
CHRM5 PAM | 5 | -4 | 1 | -4 | -2 | 1 | -8 | 6 | 1 | 3
M4 ag | 2 | 0 | 2 | 1 | 0 | 1 | -2 | 0 | 0 | 0
M4 antag | 5 | 13 | -3 | -2 | -1 | -5 | -2 | -8 | 8 | 1
IDE inh | 4 | -4 | 12 | 4 | x | 5 | x | -1 | -4 | 9
CRFR2-BP antag | 0 | -17 | 0 | -4 | x | 5 | 6 | -2 | 4 | 13
CHRM5 antagonist | 3 | 14 | -2 | 4 | 6 | -1 | 4 | 12 | 1 | 1
M4 PAM | -3 | -12 | 3 | -4 | 2 | -2 | 0 | -3 | -4 | 6
M5 ag | 0 | -8 | 0 | -2 | -1 | -1 | -3 | -1 | 1 | -9
CRFBP-R2 agonist | -0.4 | -0.2 | -1.5 | -0.8 | x | -1.0 | -0.2 | 1.1 | -1.3 | -1.9

The results go on.
21) COc1ccccc1NC(=O)C1CC(O)CN1C(=O)Oc1ccccc1 (stereo not given)
22) O=S(=O)(CS(=O)(=O)c1ccc(Cl)cc1)c1ccc(Cl)cc1
23) CN(CC(=O)NC1CCCCCCC1)S(=O)(=O)c1cnc[nH]1
24) CC(=O)Nc1ccc(NC(=O)c2ccc(NC(=O)c3ccccc3)cc2)cc1
25) CC1CC(C)CN(C(C(=O)NC2CCCCC2)c2cc3ccccc3o2)C1 (stereo not given)
26) CCOC(=O)Cc1csc(NC(=O)c2cc3c(s2)CCCC3)n1
27) Cc1ccc(-c2ccc(CN3C(C)C(=O)N(Cc4cn(Cc5ccco5)nn4)CCS3(=O)=O)cc2)cc1 (stereo not given)
28) CN1CCN(c2ccc(CNC(=O)C3(C)Cc4c(-c5ccccc5)ccnc4O3)cc2)CC1 (stereo not given)
29) COc1ccc(-c2cn(Cc3ccc([N+](=O)[O-])cc3)nn2)cc1
assay / entry | 21 | 22 | 23 | 24 | 25 | 26 | 27 | 28 | 29
CHRM5 PAM | 1 | -12 | 5 | 0 | -5 | -9 | -7 | 0 | -6
M4 ag | 1 | 8 | 1 | 0 | -1 | 5 | 6 | 1 | 10
M4 antag | -14 | 8 | 10 | 5 | -6 | 5 | 2 | 2 | 3
IDE inh | 6 | 1 | -1 | 1 | x | -2 | x | x | -1
CRFR2-BP antag | 7 | 0 | 16 | -6 | x | -36 | -13 | x | 12
CHRM5 antagonist | -5 | 15 | 7 | 4 | 8 | 10 | 13 | -3 | 10
M4 PAM | 5 | -17 | -2 | 1 | -4 | -2 | -5 | 0 | -3
M5 ag | -4 | 2 | 4 | -4 | -2 | 2 | -2 | -3 | -5
CRFBP-R2 agonist | -0.2 | 0.5 | -1.6 | 0.6 | x | 7.5 | -0.2 | x | -5.6

Compounds as they come. Share with any hit: about 2.9%.
